# Source: PubChem BioAssay
# CHOP UPR activ: apoptotic UPR (CHOP) activation; 330,000 compounds, 0.34% hits; activation, % at 10 µM; CHO-CHOP luciferase reporter, luminescence; percent of tunicamycin response over DMSO baseline;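 active = at 10 µM dose, activation of 40% or more, normalized to positive control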;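 note: 100% = tunicamycin at 10 µg/mL and 0% = DMSO alone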
#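 Test system: CHO-CHOP cells, stable luciferase reporter of PERK-eIF2a-CHOP signalling | Quantity: 500 CHO-CHOP cells per well | Buffer or medium: F12 plus 10% serum | Compound dosing: 10 µM single point, 0.5% DMSO | Schedule: 6 h compound treatment, 37 °C | Signal: Luciferase luminescence | Control set: Tunicamycin high control, DMSO low control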
# APJ antagonist: antagonists of human APJ apelin receptor; CHO-K1 APJ beta-arrestin complementation, luminescence; 330,000 compounds, 0.32% hits; inhibition, % at 20 µM; P35414;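 active = inhibition above about 40% at 20 µM, limit read from the data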;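 note: cells challenged with 10 nM apelin-13 agonist together with compound; plate controls were apelin-13 plus DMSO wells for no effect and DMSO wells lacking apelin-13 for full effect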
# UPR XBP1 act: adaptive UPR (XBP1) activation | CHO-XBP1 luciferase reporter, IRE1-XBP1 UPR activation, luminescence; percent of tunicamycin response, DMSO as zero | activation, % at 20 µM | 330,000 compounds, 0.33% hits;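 active = versus positive control, 20 µM dose yields 30% or more activation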;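 note: 100% = tunicamycin at 10 µg/mL and 0% = DMSO only wells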
#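 Material – CHO cell line with stable XBP1 luciferase reporter · Buffer or medium – F12 plus 10% FBS · Compound – single point, 20 µM final compound, 1% DMSO · Schedule – 16-18 h cell attachment at 37 °C, then 6 h compound exposure · Signal – Steady-Glo luminescence read · Benchmarks – high control tunicamycin 10 µg/mL final, low control DMSO vehicle only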
# APJ ag: APJ receptor agonism; activation, % at 20 µM; 330,000 compounds, 0.11% hits; CHO-K1 APJ PathHunter beta-arrestin, luminescence; 0% DMSO wells, 100% apelin;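 active = activation more than six SD over the plate average, tested at 20 µM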;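 note: 0% = DMSO alone and 100% = apelin-13 at 10 nM; some results filed as inactive read as strong as hits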
#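 Assay system: CHO-K1 cells stably expressing ProLink-tagged human APJ and arrestin–beta-gal acceptor. Compound dosing: 20 µM single point, 1% DMSO. Times: 16-18 h seeding, 90 min dark compound exposure, 60 min detection. Detection: beta-gal luminescence. Evaluation: APJ–arrestin association signal. Controls: negative DMSO alone, positive Apelin-13 at 10 nM.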
# Mdm2-MdmX inh: human Mdm2/MdmX binding inhibition; O15151+Q00987; SaOS-2 split-luciferase Mdm2/MdmX complementation, luminescence; inhibition, % at 8 µM; 330,000 compounds, 3% hits;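 active = inhibition of at least 50% at 8 µM in the primary screen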
# Target sequence (O15151 whole entry, looked up): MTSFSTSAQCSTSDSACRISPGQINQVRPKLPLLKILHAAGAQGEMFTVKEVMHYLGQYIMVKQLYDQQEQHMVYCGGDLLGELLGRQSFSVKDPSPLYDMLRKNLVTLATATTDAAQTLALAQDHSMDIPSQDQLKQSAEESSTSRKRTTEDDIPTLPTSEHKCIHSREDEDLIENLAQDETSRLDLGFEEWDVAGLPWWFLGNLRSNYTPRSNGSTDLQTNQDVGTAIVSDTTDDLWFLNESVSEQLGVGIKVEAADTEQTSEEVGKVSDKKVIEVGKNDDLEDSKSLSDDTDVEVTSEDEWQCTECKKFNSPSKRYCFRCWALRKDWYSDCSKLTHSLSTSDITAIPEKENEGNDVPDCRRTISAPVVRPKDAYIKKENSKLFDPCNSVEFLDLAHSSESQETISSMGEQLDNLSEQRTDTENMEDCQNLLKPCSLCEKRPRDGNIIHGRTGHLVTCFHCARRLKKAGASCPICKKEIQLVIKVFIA
# Target sequence (Q00987 whole entry, looked up): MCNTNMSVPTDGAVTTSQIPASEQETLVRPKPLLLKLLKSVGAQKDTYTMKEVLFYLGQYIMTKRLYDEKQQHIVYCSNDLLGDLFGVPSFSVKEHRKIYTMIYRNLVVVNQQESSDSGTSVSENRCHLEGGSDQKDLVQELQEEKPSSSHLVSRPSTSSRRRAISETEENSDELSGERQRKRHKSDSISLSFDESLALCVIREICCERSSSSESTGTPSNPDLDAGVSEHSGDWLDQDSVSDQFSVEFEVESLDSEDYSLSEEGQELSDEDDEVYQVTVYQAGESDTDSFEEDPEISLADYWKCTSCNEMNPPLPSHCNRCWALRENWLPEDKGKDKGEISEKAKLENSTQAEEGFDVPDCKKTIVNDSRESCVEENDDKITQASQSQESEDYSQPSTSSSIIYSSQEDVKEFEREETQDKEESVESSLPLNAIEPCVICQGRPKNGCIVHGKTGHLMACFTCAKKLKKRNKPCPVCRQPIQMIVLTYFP
# Jurkat NFkB inh: lowers PMA/ionomycin-induced NF-kB signal in Jurkat cells; inhibition, % at 4 µM; PMA/ionomycin-induced NF-kB luciferase reporter, luminescence; 330,000 compounds, 0.53% hits; in the data active = inhibition above about 50%
# 697 NFkB inh: lowers PMA/ionomycin-induced NF-kB signal in 697 B cells | 697 B-cell NF-kB luciferase reporter, 16 h | inhibition, % at 4 µM | 330,000 compounds, 0.33% hits; in the data active = inhibition above about 35%
# tim23-1 inh: growth inhibitors of tim23-1 mutant yeast; S. cerevisiae tim23-1 growth, BacTiter-Glo luminescence, 24 h; inhibition, % at 20 µM; 330,000 compounds, 1.3% hits;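 active = growth inhibition of the mutant yeast at or above 50%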;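 note: temperature-sensitive mutant grown at 25 °C; plate controls were DMSO-treated mutant yeast for no effect and medium wells lacking yeast for full effect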
# * marks the source's active call; other numbers are inactive results; / = not tested or not shown.
Compound | CHOP UPR activ | APJ antagonist | UPR XBP1 act | APJ ag | Mdm2-MdmX inh | Jurkat NFkB inh | 697 NFkB inh | tim23-1 inh
COc1ccc(C(=O)Nc2cccc(/C(C)=N\NC(=O)c3ccoc3C)c2)cc1OC | 1.8 | -12 | -3 | 1 | 33 | -3 | 20 | 13
CCCc1sc(N)nc1-c1ccc(Cl)cc1 | -0.6 | 16 | -1 | -4 | 7 | -5 | -32 | 13
CC1(OC(=O)C2CCCC2)C(=O)C=C2C=C(c3ccsc3)N(CCc3ccccn3)C=C2C1=O (configuration not stated) | 0.1 | -85 | 4 | 8 | -2 | -6 | -7 | 18
O=C(Nc1ccc(Cl)cn1)C1C(c2ccccc2)C1(Cl)Cl (configuration not stated) | -1.7 | 15 | -2 | -5 | 25 | 18 | 4 | 47
Cc1nn2c(N)c(-c3ccccc3)cnc2c1-c1ccc(Cl)cc1 | 7.2 | 0 | 4 | -1 | -22 | -133 | -119 | 15
COc1ccc(OC)c(S(=O)(=O)NCc2cn3cccc(C)c3n2)c1 | -0.1 | -2 | -3 | -3 | 17 | 10 | 21 | 10
CC(=O)Nc1ccccc1C(=O)C(=O)Nc1ccc(C)c(F)c1 | 2.0 | -3 | -1 | -2 | -64 | -58 | -59 | -4
CCCCCCSc1ccc([C@@H]2[C@H]3C(=O)N(CC)C(=O)[C@H]3[C@]3(C(=O)OC)CCCCN23)cc1OC | -0.4 | 15 | -3 | -2 | 20 | 13 | 11 | 6

# (cont.)
Compound | CHOP UPR activ | APJ antagonist | UPR XBP1 act | APJ ag | Mdm2-MdmX inh | Jurkat NFkB inh | 697 NFkB inh | tim23-1 inh
Cc1c(NC(=O)c2ccc(CC(C)C)o2)c(=O)n(-c2ccccc2)n1C | 2.3 | 6 | 4 | -3 | -1 | -2 | -7 | 0
CC(=O)Nc1ccc(S(=O)(=O)N2CCCN(S(=O)(=O)c3ccc(C)cc3)CC2)cc1 | -2.3 | -15 | -3 | -2 | 15 | 24 | 10 | 16
COCCNC(=O)CN1CCN(Cc2cccc(Cl)c2)C1=O | 0.3 | 6 | 0 | -2 | 14 | 0 | 14 | -5
CCc1cc(C(=O)N2CCCC(N3CCN(c4cccc(C(F)(F)F)c4)CC3)C2)n(C)n1 (configuration not stated) | 0.1 | 13 | -5 | -2 | -2 | 11 | -68 | 26
CCOc1ccc(CCNC(=O)CCNS(=O)(=O)c2ccc(Br)cc2)cc1OCC | -0.6 | 16 | -6 | -3 | 38 | 7 | -14 | 14
Nc1ccc(Nc2nc(-c3cccs3)cs2)cc1 | -2.6 | -31 | -3 | 3 | -177 | -31 | -35 | 32
CCCN1CCN(C(=O)c2ccc(CS(=O)c3ccc(Cl)cc3)o2)CC1 (configuration not stated) | -1.4 | 12 | -7 | -3 | 15 | -2 | 9 | 0
CCOC(=O)C1CCN(C(=O)CNC(=O)Cn2c(C)cc3ccccc3c2=O)CC1 | 1.5 | 5 | 4 | 3 | 7 | 12 | 6 | 0

# Molecules from the list above with two or more sulfur atoms:
Compound | CHOP UPR activ | APJ antagonist | UPR XBP1 act | APJ ag | Mdm2-MdmX inh | Jurkat NFkB inh | 697 NFkB inh | tim23-1 inh
CC(=O)Nc1ccc(S(=O)(=O)N2CCCN(S(=O)(=O)c3ccc(C)cc3)CC2)cc1 | -2.3 | -15 | -3 | -2 | 15 | 24 | 10 | 16
Nc1ccc(Nc2nc(-c3cccs3)cs2)cc1 | -2.6 | -31 | -3 | 3 | -177 | -31 | -35 | 32

# (next part)
Compound | CHOP UPR activ | APJ antagonist | UPR XBP1 act | APJ ag | Mdm2-MdmX inh | Jurkat NFkB inh | 697 NFkB inh | tim23-1 inh
COc1ccc(NC(=O)C2CC(=O)OC23CCOC(C)(C)C3)cc1 (configuration not stated) | 0.7 | 2 | -2 | 1 | -10 | -6 | 12 | 6
O=C1c2cc(N3CCCC3)c([N+](=O)[O-])cc2C(=O)N1c1ccccc1 | -1.2 | -3 | -3 | -2 | 11 | -4 | 2 | -4
CC(=O)OCc1cc(=O)n(C)c(=O)n1C | -1.6 | 25 | -2 | -4 | 33 | 0 | 21 | 8
COc1ccc(CC(=O)n2nc(-c3ccccc3)nc2NCc2ccco2)cc1 | 1.5 | -15 | 3 | 1 | -6 | -22 | 1 | 21
C/C=C/COC(=O)c1[nH]c2c(c1C)C(=O)CC(c1ccco1)C2 (configuration not stated) | -0.7 | -3 | 11 | -3 | 65* | 59* | -25 | 23
Cc1ccc(NC2CCCN(C(=O)c3ccoc3)C2)cc1C (configuration not stated) | 0.2 | 24 | -3 | -3 | 16 | -4 | 0 | -10
Cn1c(=O)n(C)c2cc(NC(=O)COc3ccccc3)ccc21 | -0.3 | 7 | -3 | -3 | 15 | -11 | -12 | 5
C[C@@H]1CC[C@]2(C(=O)O)CC[C@]3(C)C(=CCC4[C@]56CC[C@@](O)(OC5)C(C)(C)C6CC[C@]43C)C2[C@H]1C (some centres not stated) | 1.6 | -4 | 0 | -3 | 29 | 1 | -5 | 39

# Quoted at random: 5 entries already listed
Compound | CHOP UPR activ | APJ antagonist | UPR XBP1 act | APJ ag | Mdm2-MdmX inh | Jurkat NFkB inh | 697 NFkB inh | tim23-1 inh
COc1ccc(CC(=O)n2nc(-c3ccccc3)nc2NCc2ccco2)cc1 | 1.5 | -15 | 3 | 1 | -6 | -22 | 1 | 21
COCCNC(=O)CN1CCN(Cc2cccc(Cl)c2)C1=O | 0.3 | 6 | 0 | -2 | 14 | 0 | 14 | -5
COc1ccc(C(=O)Nc2cccc(/C(C)=N\NC(=O)c3ccoc3C)c2)cc1OC | 1.8 | -12 | -3 | 1 | 33 | -3 | 20 | 13
Cc1c(NC(=O)c2ccc(CC(C)C)o2)c(=O)n(-c2ccccc2)n1C | 2.3 | 6 | 4 | -3 | -1 | -2 | -7 | 0
COc1ccc(NC(=O)C2CC(=O)OC23CCOC(C)(C)C3)cc1 (configuration not stated) | 0.7 | 2 | -2 | 1 | -10 | -6 | 12 | 6

# (cont.)
Compound | CHOP UPR activ | APJ antagonist | UPR XBP1 act | APJ ag | Mdm2-MdmX inh | Jurkat NFkB inh | 697 NFkB inh | tim23-1 inh
COCCCNCC(=O)c1c(N)n(Cc2ccccc2)c(=O)n(C)c1=O | -1.8 | 16 | 3 | -5 | 4 | 19 | 0 | 3
Cc1ccc(S(=O)(=O)Nc2cccc(-c3ccc4nncn4n3)c2)cc1 | 1.4 | 4 | 8 | 10 | 63* | 59* | -8 | 16
O=C(NC(NC1CCS(=O)(=O)C1)C(Cl)(Cl)Cl)c1ccc(Br)cc1 (configuration not stated) | -1.9 | 6 | -1 | -5 | 39 | -4 | 14 | 4
Cn1nc(-c2ccccc2)cc1NC(=O)c1ccccc1 | 2.5 | -3 | 4 | -4 | 0 | -22 | -3 | 21
O=C(NC(=S)NCCc1ccccc1)c1ccccc1F | 3.0 | -3 | 2 | -6 | -38 | -32 | -35 | 51*
COc1ccc(CNC(=O)C2CCN(C(=O)c3sccc3-n3cccc3)CC2)cc1 | 0.6 | 18 | -4 | -3 | 4 | 13 | 17 | 3
CC(C)OC(=O)CSc1nc(-c2ccc(F)cc2)cc(C(F)(F)F)n1 | -1.3 | -22 | -1 | 5 | -9 | -13 | -23 | 7
COc1cccc(NC(=O)CN2CCN(C(=O)c3ccco3)CC2)c1 | -0.1 | -2 | -8 | -3 | 10 | 3 | 12 | -4

# Carrying on.
Compound | CHOP UPR activ | APJ antagonist | UPR XBP1 act | APJ ag | Mdm2-MdmX inh | Jurkat NFkB inh | 697 NFkB inh | tim23-1 inh
Cc1ccc(SCc2cc(=O)n(C)[nH]2)cc1 | -0.5 | 9 | -4 | -2 | -11 | 8 | 4 | 24
O=C(NCc1ccccc1Cl)c1ccccc1CCc1ccccc1 | -1.2 | 6 | 0 | 1 | -17 | 5 | -22 | 10
CCN1CCN(C(=O)c2cc3c(OC)c(OC)c(OC)cc3[nH]2)CC1 | 2.7 | -14 | -2 | 0 | 10 | -10 | 6 | 3
COc1cc(Cl)ccc1NC(=O)COc1ccccc1C(=O)N1CCN(c2ccc(O)cc2)CC1 | -1.2 | -12 | -2 | 2 | 38 | 6 | -3 | 23
CCOC(=O)C1=C(O)C(=O)N(Cc2cccnc2)C1c1ccc(OC)cc1 (configuration not stated) | -1.9 | -8 | -4 | 3 | -3 | -10 | 0 | 8
COc1cccc(-c2cc(C(=O)N3CCCCC3C)no2)c1 (configuration not stated) | 0.8 | 4 | 1 | -5 | -93 | -118 | -111 | 23
COc1ccc(CNC(=O)C[C@H]2C[C@H](C(=O)N3CCOCC3)[C@@]3(C)c4[nH]c5cc(CCC(=O)N(C)C)ccc5c4CCN3C2=O)cc1OC | 0.7 | / | 0 | / | 49 | / | 12 | 38
Cc1nnc(SCc2cccc([N+](=O)[O-])c2)s1 | 1.8 | 14 | 2 | -3 | 0 | -17 | 4 | 8

# Remaining list, next part.
Structure	CHOP UPR activ	APJ antagonist	UPR XBP1 act	APJ ag	Mdm2-MdmX inh	Jurkat NFkB inh	697 NFkB inh	tim23-1 inh
CC(Oc1cccc(Cl)c1)C(=O)NCCCCc1ccccc1 (configuration not stated)	0.1	-4	-1	-13	0	10	-5	30
Cc1noc(C)c1COc1ccc(C(=O)N2CCN(c3ccccn3)CC2)cc1	2.1	29	-3	-4	9	0	15	5
O=C(O)c1[nH]c2ccccc2c1C(c1cc(Cl)cc([N+](=O)[O-])c1O)c1c(C(=O)O)[nH]c2ccccc12	-0.3	33	0	-6	11	-9	-10	0
CCOc1ccc(C(=O)Nc2sc3c(c2C(=O)OC)CC(C)(C)NC3(C)C)cc1	0.6	9	2	-2	78*	18	-15	42
COc1ccc(N2CCN(c3nc4ccccc4n3CC(=O)c3ccccc3)CC2)cc1	-0.3	23	2	-7	-18	9	-19	20
O=C(CSc1nnnn1C1CCCCC1)NNC(=O)c1ccco1	0.1	9	-2	-3	-13	-6	11	9
Cc1ccc(-c2cc(-c3ccccc3)nc(Cl)n2)cc1	2.6	17	-2	2	11	1	-20	31
COc1ccc(CCNC(=O)CSc2ccc(-c3cccs3)nn2)cc1OC	0.7	11	2	-2	29	-7	-3	17
C#Cc1ccc(CN2CCN(CCCc3ccccc3)C(CCO)C2)cc1 (configuration not stated)	1.0	7	-3	-2	-12	-26	-36	12
CSc1snc(SCC(N)=O)c1C#N	-1.4	-16	-3	-4	15	11	12	3

# Carrying on.
Structure	CHOP UPR activ	APJ antagonist	UPR XBP1 act	APJ ag	Mdm2-MdmX inh	Jurkat NFkB inh	697 NFkB inh	tim23-1 inh
O=c1[nH][nH]c(C(F)(F)F)c1C=NCc1ccc(Cl)cc1	-0.5	7	-1	0	-12	-10	10	18
O=C(NNc1cc(N2CCOCC2)nc(N2CCOCC2)n1)c1ccc(Cl)c(Cl)c1	3.3	-35	-4	6	-4	-8	4	13
O=C(CCN1CCOCC1)c1ccccc1	0.3	-25	0	-2	-6	0	-4	-6
Cn1c2ccccc2c(=O)c2c(=O)n(Cc3ccco3)c(COc3ccccc3)nc21	-0.4	1	2	1	34	1	-20	15
CCOc1ccc(OCCC(=O)OCC(=O)NNC(=O)c2ccccc2)cc1	-1.4	17	1	10	-18	-31	6	1
Cc1ccc(Oc2ccc(NS(=O)(=O)c3cccc(C(=O)O)c3)cc2)cc1	-2.1	3	-4	-5	15	-7	-4	7
CC(C)(CSc1ccccn1)NS(=O)(=O)c1ccccc1	2.4	3	-2	-3	21	5	1	26
CCn1c(SCC(=O)Nc2cccc(NC(C)=O)c2)nnc1-c1ccco1	0.5	2	2	-1	10	15	-3	1
